IL1B secr inh = inhibitors of inflammasome signaling (IL-1 beta secretion). THP-1 LPS/ATP IL-1B secretion, AlphaLISA, 16 h; stronger effect = lower value. activity change, % at 57.5 µM. actives 4.7% (n = 360,000). AID 743279; in the data active = activity change below about -50%; inconclusive = mostly about -30% to -49%; also: % is scaled to controls: 0 for no effect and ±100 for the full control effect
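Secreted IL-1B measured by AlphaLISA bead assay after 16 h compound exposure of THP-1 cells; compounds (final up to 57.5 uM) added 1 h before LPS (250 ng/mL) and ATP (1.25 mM) stimulation; lower signal means less secretion.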
ATXN2 expr inh = inhibitors of ATXN2 expression; HEK-293 ATXN2-luciferase reporter, luminescence, 24 h; Potency, µM (series often up to 57 µM), without a hit: at the top dose activity change, negative = inhibition, usual class: inhibitors; actives 0.72% (n = 360,000); also: potency is read from the fitted curve at half-maximal effect; % is scaled to controls: 0 for no effect and ±100 for the full control effect; nearly all actives have a fitted effect of over 55% in size
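ATXN2-luciferase reporter cells (luciferase flanked by upstream and downstream ATXN2 gene portions) were treated 24 h at 37 °C with compounds at up to 57 uM. SteadyGlo luminescence gave expression; GF-AFC fluorescence gave viability.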
KB-3-1 tox = kills parental KB-3-1 adenocarcinoma cells | KB-3-1 viability, CellTiter-Glo ATP luminescence, 72 h | AID 1347075 | actives 1.4% (n = 400,000) | Potency, µM (series often up to 46.1 µM), inactives show top-dose activity change, negative = cytotoxic, actives largely listed as cytotoxic; also: potency is read from the fitted curve at half-maximal effect; % is scaled to controls: 0 for no effect and ±100 for the full control effect; nearly all actives have a fitted effect of over 60% in size
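Multi-concentration cytotoxicity screen in KB-3-1 cells grown in DMEM lacking phenol red with 10% FBS. After 72 h at 37 °C with compound, ATP-dependent luminescence was recorded.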
HT1080 IDH1KD tx = kills HT-1080 cells with IDH1 knockdown; HT-1080 IDH1 knockdown viability, ATP luminescence, 48 h; Potency, µM (highest dose often 46.1 µM), without a hit: at the top dose activity, negative = toxicity, hits mostly cytotoxic; actives 2% (n = 360,000);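 also: potency is read from the fitted curve at half-maximal effect; 0% = DMSO wells and -100% = cell-free medium wells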
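Viability of IDH1-knockdown HT-1080 fibrosarcoma cells was assessed by CellTiter-Glo after 48 h at 37 °C with titrated compound; concentration-effect curves were classified by fit quality and response size.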
SW480 rereplic = DNA re-replication induction in SW480 cells; SW480 DNA re-replication, Hoechst DNA content imaging, 48 h; AID 624297; Potency, µM (doses to about 46.1 µM), for inactives: at the top dose re-replication activation, most hits filed as activators; actives 1.8% (n = 340,000); also: potency is read from the fitted curve at half-maximal effect; % of control where 0% means no effect; nearly all actives have a fitted effect of over 55% in size
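DNA re-replication was detected as more nuclei of elevated Hoechst intensity after 48 hr exposure to compound (23 nL pinned per well of 250 cells).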
MCF10A rereplic = inducers of DNA re-replication in MCF 10A breast cells; actives 2.9% (n = 350,000); MCF 10A DNA re-replication, Hoechst nuclear intensity, 48 h; Potency, µM (titrated, usually from 46.1 µM), without a hit: at the top dose activity, positive = re-replication, usual class: activators; AID 624296; also: potency is read from the fitted curve at half-maximal effect; % of control where 0% means no effect; nearly all actives have a fitted effect of over 50% in size
KB-V1 MDR tox = kills drug-selected multidrug resistant KB-V1 cells. KB-V1 MDR cells viability, CellTiter-Glo, 72 h. Potency, µM (highest dose often 46.1 µM), without a hit: top-dose activity change, negative = cytotoxicity, actives largely listed as cytotoxic. actives 3.4% (n = 400,000); also: potency is read from the fitted curve at half-maximal effect; % is scaled to controls: 0 for no effect and ±100 for the full control effect; nearly all actives have a fitted effect of over 60% in size
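Cells of the MDR subline KB-V1 are plated, dosed with compound at multiple concentrations, and incubated 72 h at 37 degrees C; CellTiter-Glo is then added and luminescence read after 10 min.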
HT1080NT lethal = kills 2HG-producing HT-1080-NT fibrosarcoma cells; HT-1080-NT fibrosarcoma viability, CellTiter-Glo ATP luminescence, 48 h; actives 1.6% (n = 360,000); Potency, µM (series often up to 46.1 µM), for the others: at the top dose activity, negative = less viability, most hits filed as cytotoxic;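 also: NT is the 2HG producing partner of a matched IDH1 knockdown line; potency is read from the fitted curve at half-maximal effect; 0% = DMSO-treated cells and -100% = media-only wells without cells; nearly all actives have a fitted effect of over 55% in size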
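Toxicity toward the 2HG-producing NT line was scored as %Activity, normalised to DMSO and no-cell wells, from CellTiter-Glo luminescence after 48 hours' treatment.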
S2 tox = cell viability loss in ATXN counter-screen. S2 cells (HEK-293 line with an ATXN2-luciferase reporter) viability, CellTiter-Fluor protease fluorescence, 24 h. Potency, µM (doses to about 56.7 µM), most hits filed as cytotoxic. actives 0.49% (n = 400,000). AID 651635; also: potency is read from the fitted curve at half-maximal effect; nearly all actives have a fitted effect of over 40% in size
Active calls of the source: *; i = inactive; ? = inconclusive; nt = no result given; & = joins results of further samples; [ ] = dose if it differs, or a comment. Unless noted, calls follow the shape of the dose curve; as a rule, active = well fitted curve in the direction sought with a large enough effect; inconclusive = small, poorly fitted or top-dose-only effect, or another doubt; inactive = no such curve, though single readings can be large; an effect the other way counts as inactive or inconclusive.

SMILES	IL1B secr inh	ATXN2 expr inh	KB-3-1 tox	HT1080 IDH1KD tx	SW480 rereplic	MCF10A rereplic	KB-V1 MDR tox	HT1080NT lethal	S2 tox
O=C(NCC(c1ccc(F)cc1)N1CCOCC1)c1c(F)cccc1F (configuration not stated)	1	5%	16%	3%	0%	3%	0%	?	i
O=C1c2ccccc2C(=O)N1CCc1c[nH]c2ccccc12	5	nt	-9%	-3%	-81%[inhibitor]	24%	?	-1%	i
COC(=O)C1=C(C)N(Cc2ccccc2)C(=NCCc2c[nH]c3ccccc23)N[C@H]1c1cccc(C(F)(F)F)c1	-50*	?	?	-19%	?	9%	?	-28%	nt
CCOc1cc(C)c(Cl)cc1S(=O)(=O)N1CCCC1	0	-10%	-2%	-6%	-8%	0%	-8%	-6%	i
O=C(O)CNS(=O)(=O)c1ccc2c(c1)Cc1cc(S(=O)(=O)NCC(=O)O)ccc1-2	12	13%	11%	1%	-2%	2%	-11%	2%	i
COCc1cc(C)nc2sc(C(=O)NCCO)c(-n3cccc3)c12	3	2%	-4%	5%	-2%	-2%	-8%	5%	i
COc1ccc(C)cc1NC(=O)CN(c1cc(C(F)(F)F)ccc1Cl)S(C)(=O)=O	nt	-9%	-10%	nt	nt	nt	2%	nt	i
CCc1cc(=O)oc2cc(C)cc(OC(C)C(=O)NC3CCN(Cc4ccccc4)CC3)c12 (configuration not stated)	-63*	-32%	-6%	-6%	1%	-6%	-11%	-16%	i
CSc1ccccc1NC(=O)c1cnc2scc(C)n2c1=O	25	8%	7%	-1%	nt	nt	7%	-22%	i
COc1cccc(/C=N/NC(=O)c2nnn(-c3nonc3N)c2C(C)C)c1OCc1ccc(F)cc1	-70*	?	-9%	?	?	21µM*	-16%	-22%	i
COC(=O)CNC(=O)CCC(=O)N1CCN(C(c2ccccc2)c2ccccc2)CC1	-8	4%	10%	6%	-1%[9.22 µM]	1%	-8%	7%	i
O=C(COc1cccnc1[N+](=O)[O-])Nc1ccc(Cl)c(S(=O)(=O)N2CCOCC2)c1	38	3%	0%	3%	2%	-6%	-16%	-2%	i
Cc1cc(Oc2cc(NN3CCCCC3)c([N+](=O)[O-])cc2[N+](=O)[O-])c(C(=O)c2ccccc2)cc1Cl	1	7%	3%	2%	-9%	-2%	-10%	0%	i
CC1CCN(C(=O)COC(=O)CCCN2C(=O)c3cccc4cccc(c34)C2=O)CC1	8	2%	nt	1%	-7%	-2%	nt	-6%	i
CCOC(=O)N1CCC(NC(=O)CN2C(=O)CCSc3ccccc32)CC1	3	8%	-9%	-2%	-2%	0%	8%	2%	i
O=S(=O)(NCC1OCCc2ccccc21)c1ccccc1 (configuration not stated)	-16	-8%	-4%	-21%	0%	-181%[0.0737 µM]	-8%	-8%	i
Cc1onc(-c2ccccc2Cl)c1C(=O)N1CCc2ccccc21	2	-5%	-25%	-10%	7%	1%	23µM*	-3%	i
N#C/C(=C\c1ccccc1Cl)C(=O)Nc1ccccn1	13	-15%	-2%	7%	?	2%	?	15%	i
N#CC1=C(N)N(c2ccccc2)C(=O)C1	8	27%	21%	16%	-5%	-3%	?	16%	i
COc1cccc(CN2CCN(c3nc4nonc4nc3NC3CC3)CC2)c1	-3	-17%[11.3 µM]	0%	-4%	-2%	7%	?	0%	i

2 entries drawn at random from those above, as already listed:
SMILES	IL1B secr inh	ATXN2 expr inh	KB-3-1 tox	HT1080 IDH1KD tx	SW480 rereplic	MCF10A rereplic	KB-V1 MDR tox	HT1080NT lethal	S2 tox
O=C(O)CNS(=O)(=O)c1ccc2c(c1)Cc1cc(S(=O)(=O)NCC(=O)O)ccc1-2	12	13%	11%	1%	-2%	2%	-11%	2%	i
COc1ccc(C)cc1NC(=O)CN(c1cc(C(F)(F)F)ccc1Cl)S(C)(=O)=O	nt	-9%	-10%	nt	nt	nt	2%	nt	i

More compounds
SMILES	IL1B secr inh	ATXN2 expr inh	KB-3-1 tox	HT1080 IDH1KD tx	SW480 rereplic	MCF10A rereplic	KB-V1 MDR tox	HT1080NT lethal	S2 tox
CC1CCc2nc(NC(=O)Nc3ccc4c(c3)OCO4)sc2C1 (configuration not stated)	-75*	62%[activator]	13µM*	?	1%	?	-22%	-20%	i
CCCNC(=O)C1(C)CCCN(Cc2c3ccccc3nn2C)C1 (configuration not stated)	38	-9%	0%	-6%	nt	nt	?	2%	i
O=C(OC(C(=O)NCC1CCCO1)c1ccc(F)cc1)c1cccs1 (configuration not stated)	3	5%	13%	4%[9.24 µM]	19%	?	-2%	8%	i
CC1CC(C(F)F)n2nc(C(=O)Nc3sc4c(c3C#N)CCC(C(C)(C)C)C4)nc2N1 (configuration not stated)	75	?	16µM*	5%	6%[9.22 µM]	?	?	4%	?
COc1ccc(NC(=O)Cn2nnc3sc4c(c3c2=O)CCC(C)C4)c(OC)c1 (configuration not stated)	nt	-20%	15%	nt	nt	nt	-6%	nt	?
COC(=O)NNC(=O)c1ccccc1C	-3	1%	1%	-5%	0%	8%	-3%	19%	i
O=C(CN1C(=O)c2ccccc2C1=O)NC1CCCCC1	15	3%	?	6%	0%	1%	3%	15%	i
CCC(C)NC(=O)c1c(N)n(/N=C/c2ccccn2)c2nc3ccccc3nc12 (configuration not stated)	-83*	-2%	4%	1%	16µM*	?	21µM*	-9%	i
CN(C(=O)c1cccc(NC(=O)Cc2ccc(NC(=O)C3CCCN(C(=O)CCc4ccccc4)C3)cc2)c1)C1CCCCC1 (configuration not stated)	1	?	?	-26%	-6%[9.22 µM]	?	18%	-21%	nt
COc1ccc(N/C=C/C(=O)c2sc(-c3ccccc3)nc2C)cc1	-19	-14%	?	?	?	?	18µM*	?	i
O=C1CN(C(=O)COC(=O)CCc2ccccc2O)c2ccccc2N1	-4	9%	-3%	-2%	-4%	3%	-2%	-2%	i
CC(=O)c1cccc(NC(=O)NC2CCCCC2)c1	-14	30%	3%	-6%	-2%	-2%	?	7%	i
COc1ccc(/C=N/NC(=O)CCc2nc3ccccc3[nH]2)cc1	18	16%	?	1%	?	15%	-29%	4%	i
CN(C)CCCNc1nc2cc(-c3cccc(Cl)c3)sc2c(=O)n1C	-25	?	-1%	16µM*	nt	nt	3%	?	?
Cc1ccc(C)c(NC(=O)Cc2csc(-c3ccccc3)n2)c1	31	-4%	8%	14%	-4%	8%	16%	14%	i
O=C(Nc1cccc(C(=O)N2CCN(c3ccc(Cl)cc3)CC2)c1)c1nsc2ccccc12	nt	0%	-16%	nt	nt	nt	?	nt	?
COc1cc2c(cc1OC)CN(c1ccc(-c3ccccc3OC)nn1)CC2	nt	?	-19%	-12%	6%	10%	?	2%	?
COc1ccc([C@H]2N[C@]3(CCCN(Cc4ccc(C)cc4)C3=O)[C@H]3C(=O)N(C)C(=O)[C@@H]23)cc1	5	-3%	-22%	2%	nt	nt	?	-1%	i
COC(=O)c1sccc1NC(=O)Nc1ccc(C)c(C)c1	14	39%[activator]	3%	-14%	-15%	-32%	16%	-21%	i
CC(=O)Nc1cccc(-c2ccnc3c2CC(C(=O)Nc2ccccc2)O3)c1 (configuration not stated)	?	-10%	0%	15%	nt	nt	-1%	-1%	i
Cc1cc(C)cc(N2CC(c3nc(-c4cccc(Cl)c4)no3)CC2=O)c1 (configuration not stated)	nt	-12%	-2%	nt	nt	nt	25%	nt	i
COc1ccc(OCC(=O)N2CCN(C(=O)c3ccc(OC)cc3)CC2)cc1	nt	4%	22%	nt	nt	nt	?	nt	i
Cc1nc(NC(=S)NC(=O)c2cccs2)ccc1Br	-13	0%	?	1%	-222%[inhibitor]	-2%	?	-4%	i
CCOc1ccc(Cc2nccc3cc(OCC)c(OCC)cc23)cc1OCC	nt	-22%	nt	nt	-2%[20.6 µM]	1%[20.6 µM]	nt	nt	i
COc1cc(-c2cc(C(=O)O)c3cc4c(cc3n2)OCCO4)cc(OC)c1OC	17	-6%	-5%	6%	0%	8%	16%	-3%	i
CC(C)C[C@@H](CNCC(=O)[C@H](CC(C)C)NC(=O)c1[nH]cnc1C(=O)N[C@@H](C)CN)NC(=O)c1nc[nH]c1C(=O)N[C@@H](Cc1ccccc1)C(=O)O	-24	-5%	-8%	-5%	93%	?	1%	-4%	i
Cc1ccc(N(CC(=O)N/N=C/c2ccc(OCC(N)=O)cc2)S(C)(=O)=O)cc1Cl	-4	-17%	12%	0%	5%	-1%	3%	2%	i
CN(C)S(=O)(=O)c1cccc(NC(=O)CNCC2CCCCC2)c1	-2	nt	2%	4%	-32%[inhibitor]	5%	?	0%	?
COC(=O)c1ccccc1-c1c2ccc(=N)cc-2oc2cc(N)ccc12	-92*	?	1.3µM*	10µM*	11%	-26%	11%	6.5µM*	nt
CCCc1cc(=O)oc2cc(OCC(=O)N3C[C@H]4C[C@@H](C3)c3cccc(=O)n3C4)c(Cl)cc12	0	-3%	0%	3%	2%	7%	-3%	-3%	i
CCOC(=O)C1CCN(C(=O)C(C)Sc2ccc(Cl)cc2)CC1 (configuration not stated)	35	-13%	1%	0%	?	7%	2%	3%	i
CCOc1ccccc1NC(=O)C1=C(C)Nc2ncnn2C1c1ccccn1 (configuration not stated)	nt	5%	0%	nt	nt	nt	0%	nt	i
COc1ccc(-c2noc(CCC(=O)N3CCN(c4ccc(Cl)cc4)CC3)n2)cc1	12	3%	-5%	13%	-39%	-6%	?	16%	i
CCC(Sc1nc2n[nH]c(C)c2c(=N)n1-c1cccc(Cl)c1C)C(=O)N(CC)CC (configuration not stated)	-7	-20%	5%	-24%	6%	15%	?	-7%	i
O=C(Cn1c(=O)oc2cc(S(=O)(=O)N3CCCC3)ccc21)N1CCCC1	10	-6%	11%	0%	-8%	-5%	?	-17%	i
CCN1CCC[C@H]1CNC(=O)c1c(O)c(Cl)cc(Cl)c1OC	2	-10%&1%	0%	-2%	?	?	-3%	15%	i
Cc1ccc(N(Cc2ccccc2)C(=O)Cc2ccc(S(=O)(=O)N3CCOCC3)s2)cc1	1	6%	10%	1%	0%	?	?	2%	i
CCOC(=O)c1c(NC(=O)c2nn(C)cc2[N+](=O)[O-])sc(C)c1C	-4	2%	13%	5%	14%	18%	-15%	22%	nt
